High-throughput results (PubChem)
D1 mod – D1 dopamine receptor (human) allosteric modulation. P21728. HEK293 D1, CRE-luciferase, dopamine EC30 potentiation; actives deviate in either direction. B-score at 10 µM. 5.9% of 58,000 active. AID 641;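 active = luminescence count or its row- and column-corrected plate score outside the 99.7% band of the plate's sample wells, on either side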
Target sequence (P21728 whole entry, looked up): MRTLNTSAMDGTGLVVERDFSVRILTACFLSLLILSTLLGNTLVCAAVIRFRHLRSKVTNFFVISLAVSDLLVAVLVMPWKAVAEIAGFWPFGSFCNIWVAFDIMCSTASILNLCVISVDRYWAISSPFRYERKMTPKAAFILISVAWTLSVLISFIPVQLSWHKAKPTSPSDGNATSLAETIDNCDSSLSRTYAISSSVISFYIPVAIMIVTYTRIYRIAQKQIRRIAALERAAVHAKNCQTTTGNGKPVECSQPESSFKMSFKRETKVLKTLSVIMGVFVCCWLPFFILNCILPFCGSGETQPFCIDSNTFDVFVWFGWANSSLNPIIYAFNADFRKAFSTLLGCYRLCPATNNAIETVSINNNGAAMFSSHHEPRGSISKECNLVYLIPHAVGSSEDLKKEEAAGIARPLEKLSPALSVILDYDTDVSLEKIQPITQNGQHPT
NADH enzymes – inhibitors of enzymes used to reach an NAD/NADH endpoint. coupled PK/LDH NADH assays, four targets. IC50, µM (series often up to 10 µM), for the others: at the top dose inhibition. 0.02% of 65,000 active. AID 774;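 active = single-dose screening hits from any of four coupled enzyme assays that gave an IC50 when retested across doses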;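 also: the DPM-DC format reads NADH fluorescence rather than 340 nm absorbance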
M1 agonist – M1 muscarinic receptor agonism; CHO-M1 cells, Fluo-4 calcium fluorescence, agonist mode; active compounds read high; B-score at 10 µM; 3% of 64,000 active; AID 626;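 active = fluorescence rise, raw or as B-score row- and column-corrected plate score, outside the 99.7% band of its plate's samples, either direction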
TNAP act DEA – activators of human TNAP at intermediate phosphate acceptor; P05186; purified TNAP, CDP-star luminescence, 100 mM DEA, 30 min; active compounds read high; scale: 0 levamisole-inhibited, 1 vehicle-only enzyme; activation factor at 20 µM; 64,000 tested, under 10 active;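 active = activation factor of at least 2 at 20 µM, relative to controls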
Target sequence (P05186 whole entry, looked up): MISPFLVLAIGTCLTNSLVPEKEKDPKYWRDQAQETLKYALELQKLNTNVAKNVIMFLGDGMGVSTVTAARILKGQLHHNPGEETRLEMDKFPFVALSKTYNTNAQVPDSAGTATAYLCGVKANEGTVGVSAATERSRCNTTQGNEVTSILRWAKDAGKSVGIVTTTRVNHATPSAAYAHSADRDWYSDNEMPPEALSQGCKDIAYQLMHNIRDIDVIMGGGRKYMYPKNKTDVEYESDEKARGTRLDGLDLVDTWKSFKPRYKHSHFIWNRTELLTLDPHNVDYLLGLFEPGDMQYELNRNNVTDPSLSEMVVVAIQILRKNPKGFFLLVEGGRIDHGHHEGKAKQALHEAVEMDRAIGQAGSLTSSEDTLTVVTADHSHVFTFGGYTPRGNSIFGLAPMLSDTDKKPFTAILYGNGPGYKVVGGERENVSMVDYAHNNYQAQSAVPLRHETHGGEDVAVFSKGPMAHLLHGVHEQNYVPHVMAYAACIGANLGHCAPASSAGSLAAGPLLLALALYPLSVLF
HEK293 NFkB inh – lowers PMA/ionomycin-induced NF-kB signal in HEK293 cells. HEK-293 NF-kB luciferase reporter, luminescence. inhibition, % at 3 µM. 0.21% of 62,000 active. AID 465;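 active = inhibition above the mean of all tested compounds plus 3 SD, cut at about 40% in these data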;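 also: 0% = stimulated DMSO wells and 100% = 10 µM reference inhibitor 5653914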
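Reagent: PMA plus ionomycin mix as NF-kB-activating stimulus. Assay system: NF-kB luciferase reporter HEK-293 cells. Technique: luminescence from luciferase substrate reagent. Incubation: 1 h compound pre-incubation, 16 h PMA/ionomycin at 37 °C. Benchmarks: DMSO only as uninhibited control, 10 µM reference inhibitor as full inhibition. Repeats: tested once.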
tolC growth inh – growth inhibitors of E. coli BW25113 tolC mutant | 2.2% of 65,000 active | growth inhibition, % at 10 µM (by protocol) | AID 573 | OD615;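 active = growth inhibition at or above a cutoff equal to the mean over every tested compound plus 3 SD, cut at about 60% in these data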;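 also: growth measured after 20 h incubation at 37 °C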
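Test system: tolC-deleted E. coli BW25113; medium: LB with kanamycin 50 µg/mL; compound: single-point testing at 10 µM; incubation: 20 h compound exposure of bacteria at 37 °C; signal: OD at 615 nm; evaluation: growth inhibition in percent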
Jurkat viability – reduces viability or proliferation of Jurkat cells; Jurkat E6.1 viability, ATP luminescence, 48 h; inhibition, % at 4 µM; 1.2% of 56,000 active;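 active = inhibition above the mean inhibition of all tested compounds plus 3 SD, cut at about 28% in these data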
M1 antagonist – antagonists of rat M1 muscarinic receptor | P08482 | B-score at 10 µM | 3.4% of 64,000 active | CHO-M1 cells, Fluo-4 calcium, ACh EC80 antagonist mode; active compounds read low;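 active = calcium fluorescence response, raw or row-and-column corrected B-score, differing from the plate sample mean either way at a set confidence level, mostly lower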
SF-1 act – activates the human nuclear receptor SF-1; CHO-K1 Gal4-SF-1 LBD luciferase reporter; % increase over DMSO SF-1-specific signal; activation, % at 10 µM; 1.9% of 65,000 active;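 active = activation above the mean activation of all tested compounds plus 3 SD, cut at about 50% in these data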
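Material: Transient Gal4-SF-1 LBD reporter, CHO-K1 | Input: 4,000 cells/well | Dosing: One dose, 10 µM compound, 1% DMSO | Incubation: 20 h compound treatment, 37 °C | Detection: SteadyLite luciferase luminescence | Evaluation: Percent activation relative to DMSO median and mock-transfected background | Benchmarks: DMSO-treated SF-1-transfected cells as negative, DMSO-treated mock-transfected cells lacking SF-1 as background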
Active calls of the source: *; x = not tested or not shown; [ ] = remark or other dose. Hits appear at their usual frequency; any-hit rate near 15%.

1: Cc1ccc(C)c(NC(=O)CSc2nnc(-c3ccccc3C)o2)c1
2: Cc1c(C(=O)OC2CCCC2C)[nH]c2c1C(=O)CCC2 (configuration not stated)
3: Cc1cc(=O)[nH]c2c(C)c(N)ccc12
4: O=C(c1cc(-c2ccc(Cl)c(Cl)c2)on1)N1CCCC1
5: Cc1cccc(NC(=O)C2CC(O)CN2C(=O)OCc2ccccc2)c1 (configuration not stated)
6: COC(=O)c1ccc(N2C(=O)CC(Sc3n[nH]c(C)n3)C2=O)cc1 (configuration not stated)
7: Cc1cccc(Cn2c(=O)n(Cc3ccco3)c(=O)c3ccccc32)c1
8: COc1cc(OC)c(C(=O)Nc2ccc(S(=O)(=O)Nc3ncccn3)cc2)cc1OC
Compound,1,2,3,4,5,6,7,8
D1 mod,-0.17,-0.34,0.066,0.91,-3.9*,0.1,12*,1
NADH enzymes,1%,4%,12%[fluoresces],5%,9%,12%,2%,6%
M1 agonist,0.036,-0.1,-0.34,-0.18,0.37,0.45,0.75,-0.47
TNAP act DEA,0.9,0.9,1,0.9,1,0.9,0.9,0.9
HEK293 NFkB inh,3,8,-1,12,11,-2,20,19
tolC growth inh,20,84*,-20,-2,0,-17,91*,9
Jurkat viability,5,7,3,2,5,1,-4,-2
M1 antagonist,0.22,-0.03,-0.31,0.67,0.048,1.1,-0.34,1.1
SF-1 act,-1,16,3,46,-8,13,-24,0

Continued, overlapping the part above by 2 compounds.
7: Cc1cccc(Cn2c(=O)n(Cc3ccco3)c(=O)c3ccccc32)c1
8: COc1cc(OC)c(C(=O)Nc2ccc(S(=O)(=O)Nc3ncccn3)cc2)cc1OC
9: CCOC(=O)c1c(NC(=O)CSc2nnc(CNc3ccc(F)cc3)o2)sc(C)c1C
10: Cc1cccc(NC(=O)CSc2nnc(-c3ccccc3Br)o2)c1C
11: CCOC(=O)CSc1nnc(C)n1N
12: COc1ccc(C)cc1NC(=O)c1ccc(S(=O)(=O)N2CCOCC2)cc1
13: Clc1ccc(C(c2nnnn2C2CCCC2)N2CCN(Cc3ccncc3)CC2)cc1 (configuration not stated)
14: COCCCNc1nc(-c2ccncc2)nc2ccccc12
15: CCOC(=O)c1sc(C(=O)OCC)c(OCCO)c1OCCO
16: O=C(NC1CCCCC1)C1CCCN(c2nnnn2-c2ccccc2)C1 (configuration not stated)
Compound,7,8,9,10,11,12,13,14,15,16
D1 mod,12*,1,-4.5*,0.16,-0.72,2.3,0.44,5.7*,0.059,-0.031
NADH enzymes,2%,6%,5%,5%,5%,7%,8%,3%,6%,4%
M1 agonist,0.75,-0.47,-0.35,0.7,0.9,-0.078,-0.59,3.3,0.53,0.28
TNAP act DEA,0.9,0.9,0.8,0.9,1,0.9,1,0.9,1,0.9
HEK293 NFkB inh,20,19,8,-6,11,1,2,x,8,11
tolC growth inh,91*,9,13,-3,2,-6,35,3,-10,-7
Jurkat viability,-4,-2,10,-6,-2,-5,4,x,8,5
M1 antagonist,-0.34,1.1,0.28,1.4,0.59,-0.43,0.12,-1.3,-0.059,0.47
SF-1 act,-24,0,26,15,-4,-4,20,-1,-10,-14

Gathered by group, the entries above with a Cl atom.
4: O=C(c1cc(-c2ccc(Cl)c(Cl)c2)on1)N1CCCC1
13: Clc1ccc(C(c2nnnn2C2CCCC2)N2CCN(Cc3ccncc3)CC2)cc1 (configuration not stated)
Compound,4,13
D1 mod,0.91,0.44
NADH enzymes,5%,8%
M1 agonist,-0.18,-0.59
TNAP act DEA,0.9,1
HEK293 NFkB inh,12,2
tolC growth inh,-2,35
Jurkat viability,2,4
M1 antagonist,0.67,0.12
SF-1 act,46,20

Next part:
17: COCCCn1c(SCC(=O)OC2CCCCC2)nnc1-c1ccco1
18: COc1cc(C2Nc3ccccc3C(=O)N2c2ccccc2OC)ccc1O (configuration not stated)
19: COc1ccc2c(c1)OC13CCN(C)CC1C2C(C(=O)c1ccc(F)cc1)C(=O)N3 (configuration not stated)
20: CCS(=O)(=O)n1nc(-c2ccccc2)nc1SCc1ccccc1
21: O=c1c2ccccc2[nH]c(=S)n1CCN1CCN(Cc2ccccc2)CC1
22: CCOC(=O)c1cc(-c2ccc(F)cc2)n(CC(=O)N2CCCC2)c1C
23: CCOC(=O)CN1CC23C=CC(O2)C(C(=O)NC2CCCCCC2)C3C1=O (configuration not stated)
24: CCn1c(CC(=O)Nc2ccccc2F)nnc1SCC(=O)N1CCN(c2ccccc2)CC1
Compound,17,18,19,20,21,22,23,24
D1 mod,x,0.029,-1.7,0.36,-3.3,-1.2,x,0.2
NADH enzymes,7%,7%[fluoresces],6%,0%,3%,7%,5%,6%
M1 agonist,-0.43,0.22,-0.068,-0.14,-0.26,-0.22,-0.95,0.35
TNAP act DEA,1,1,0.9,0.7,0.9,0.8,1,0.9
HEK293 NFkB inh,2,13,13,-18,9,-8,1,17
tolC growth inh,5,-5,-8,62*,16,-6,-16,-1
Jurkat viability,2,1,-1,1,3,-4,-7,-2
M1 antagonist,-0.036,0.68,0.02,-0.57,-4.2*,-0.21,-0.13,-0.36
SF-1 act,16,8,17,36,-2,9,-12,-9

25: CCC(=O)N1CCCc2cc(S(=O)(=O)N3CCN(c4ccccn4)CC3)ccc21
26: CCCCCCc1c(O)nc(SCC(=O)O)[nH]c1=O
27: O=C(c1ccc(F)cc1)N1CCC(N2CCCCCC2)CC1
28: CC(=O)Nc1nc(C)c(S(N)(=O)=O)s1
29: COc1cc(N2C(=O)CSC23C(=O)Nc2ccccc23)cc(OC)c1OC (configuration not stated)
30: COc1ccc(-c2cc3nc(-c4ccccc4)cc(N4CCC5(CC4)OCCO5)n3n2)cc1
31: CCC(C(=O)NC1CCCC1)N(Cc1ccc2c(c1)OCO2)C(=O)c1snc(C(N)=O)c1N (configuration not stated)
32: Cc1occc1-c1nnc(SCC(=O)N2CCOCC2)o1
Compound,25,26,27,28,29,30,31,32
D1 mod,0.007,0.16,-0.041,-0.7,-0.033,0.061,-0.87,-0.26
NADH enzymes,7%,5%,82%,7%,1%,8%[fluoresces],6%,5%
M1 agonist,-0.073,0.19,0.71,0.91,-0.62,1.2,1.5,0.31
TNAP act DEA,0.9,1,1,1,0.8,0.9,0.9,0.9
HEK293 NFkB inh,7,7,x,20,x,15,-2,14
tolC growth inh,-2,-3,3,-26,3,-1,5,-23
Jurkat viability,2,-7,x,1,x,-4,-4,-2
M1 antagonist,0.3,-0.42,-0.65,0.5,0.8,-0.56,1.1,0.38
SF-1 act,35,-13,-7,-10,-6,3,10,5

33: CCc1nc(SCc2ccccn2)c2c(=O)n(C)c(=O)n(C)c2n1
34: CCOc1ccc(N(CC(=O)NC(C)(C)C)C(=O)c2ccco2)cc1
35: Cc1ccc(CCNc2ccccc2)c[n+]1[O-]
36: CCOc1cccc(-c2nnc3n2N=C(c2cc(OC)ccc2OC)CS3)c1
37: O=C(Nc1cccnc1)C1OCCc2ccccc21 (configuration not stated)
38: O=C(c1cnn2c1NC(c1ccc(Br)cc1)CC2C(F)(F)F)N1CCN2CCCC2C1 (configuration not stated)
39: O=C(O)CSc1c2c(nc3cc(C(=O)N4CCOCC4)ccc13)CCCC2
40: S=c1nc2ccccc2c2nc(-c3ccccc3)[nH]n12
Compound,33,34,35,36,37,38,39,40
D1 mod,1.1,x,-0.68,17*,0.13,-1,1.4,2.6
NADH enzymes,4%,2%,4%,5%,6%,2%,4%,9%
M1 agonist,-0.69,1.3,-0.28,0.036,0.054,-0.63,-0.0069,1.2
TNAP act DEA,1,1,0.9,1,0.8,0.9,1,0.9
HEK293 NFkB inh,22,18,12,30,-6,-5,17,6
tolC growth inh,-2,-19,-10,22,-5,-4,-6,23
Jurkat viability,1,4,-4,x,9,-3,6,3
M1 antagonist,-1.1,-0.15,0.43,-0.095,0.38,-0.057,-0.032,-0.3
SF-1 act,-4,-7,-21,46,7,-4,-9,38

41: COc1ccc(Cl)cc1C(=O)Nc1ccccc1N1CCN(C(=O)C(C)C)CC1
42: O=C(c1ccc(COc2ccccc2Br)o1)N1CCCCCC1
43: COC(=O)\C(C(C)=O)=C(/C=C/C=C/N(C)C)N(C)C
44: O=C(CCCn1c(=O)[nH]c2ccsc2c1=O)N1CCN(c2ccccn2)CC1
45: CCn1cc(C(=O)NCC(=O)OC)c2cc(OC)c(OC)cc2c1=O
46: CCCCOc1nc2ccccc2nc1C(C#N)S(=O)(=O)c1ccccc1 (configuration not stated)
47: COc1ccc(NC(C)=O)cc1NC(=O)CN1CCN(C2c3ccccc3-c3ccccc32)CC1
48: COc1ccc(-c2noc(COc3ccc4c(c3)OCO4)n2)cc1
Compound,41,42,43,44,45,46,47,48
D1 mod,-0.36,0.35,-0.43,0.46,-0.009,-0.55,-1.4,-0.52
NADH enzymes,2%,3%,1%,3%,13%,4%,1%,2%
M1 agonist,0.6,-0.27,0.32,0.098,0.21,-0.59,0.8,0.5
TNAP act DEA,0.9,0.9,0.8,0.9,0.9,0.9,1,0.9
HEK293 NFkB inh,8,-4,6,9,1,12,-18,7
tolC growth inh,11,61*,-17,-9,0,22,33,-14
Jurkat viability,x,2,9,x,x,-6,1,2
M1 antagonist,0.07,-0.13,-2.4*,0.42,0.68,-0.11,0.024,-0.2
SF-1 act,-7,3,4,10,2,9,-4,0

49: Cc1ccc(S(=O)(=O)Cc2ccc(C(=O)N3CCN(Cc4ccccc4)CC3)o2)cc1
50: COC(=O)c1sc2nc3c(cc2c1N)COC(C)(C)C3
51: Cc1cc(C)n2cc(CSc3nnnn3-c3ccc(Cl)cc3)nc2n1
52: CCC(=O)OCCn1c(Br)nc2c1c(=O)[nH]c(=O)n2C
53: O=C(COc1ccccc1F)c1ccc(O)cc1O
Compound,49,50,51,52,53
D1 mod,-0.17,-0.17,1.2,0.17,4.1
NADH enzymes,5%,9%,6%,6%,14%
M1 agonist,-0.046,-0.021,-0.31,0.05,x
TNAP act DEA,0.9,0.9,0.9,0.9,0.9
HEK293 NFkB inh,12,x,8,5,8
tolC growth inh,-1,-10,-5,-13,23
Jurkat viability,2,x,0,-4,4
M1 antagonist,-0.017,0.042,-0.11,0.96,x
SF-1 act,6,x,-11,-8,2
